Source: PubChem BioAssay
PTEN del growth: PTEN-deleted cell growth suppression; AID 827; viability, % at 10 µM; HCT116 PTEN-null viability, CellTiter-Glo, 60 h; active compounds read low; 140,000 compounds, 1.2% hits;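 active = viability at or below a set limit, 4 SD under the median of all tested compounds, cut at about 3.7% in these data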;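 note: PTEN knockout HCT116 line with beta catenin targeted HCT116 as companion control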
E-sel TNF inh: TNF alpha driven E-selectin expression inhibition; HUVEC TNFa-induced E-selectin immunofluorescence, high content; inhibition, % at 2 µM; 120,000 compounds, 0.71% hits;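 active = inhibition above the batch mean plus 3 SD, and confirmed as a hit on visual image review, cut at about 43% in these data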;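 note: 0% = TNF-stimulated DMSO wells and 100% = unstimulated control wells; not every result past the cut was called active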
Phagocytosis inh: blocks phagocytosis by macrophages. J774A.1 macrophage IgG-bead phagocytosis, imaging. inhibition, % at 5 µM. 110,000 compounds, 0.07% hits;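 active = inhibition above the mean of the plate negative controls plus 5 SD, cut at about 13% in these data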;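 note: phagocytic index as fraction of beads internalized from green versus red external bead signal; plate controls were DMSO negative control for no effect and cytochalasin-D positive control for full effect; some results beyond the cut were filed as inactive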
Measles CPE: protection of cells from measles virus | Measles virus-infected cells, CPE protection, absorbance | protection (pct of control), % at 4 µM | 140,000 compounds, 1.5% hits | AID 841; in the data active = protection mostly above about 24%, no sharp cut-off; inactive = mostly below about 26%; note: some compounds called inactive have numbers as strong as hits
Yeast life ext: extends the lifespan of yeast; S. cerevisiae growth with nicotinamide, OD615; deaD strain in restrictive glucose medium; inhibition of the nicotinamide effect, % at 10 µM; 130,000 compounds, 0.68% hits;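 active = inhibition above a set limit, placed 3 SD over the median of all compounds, cut at about 26% in these data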;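 note: 0% = nicotinamide-treated wells and 100% = cells grown without nicotinamide; some compounds called inactive have numbers as strong as hits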
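Test system – modified budding yeast, DeaD strain · Compound – single dose 10 µM compound, 0.25% DMSO · Times – culture preincubation 4 h, compound exposure 48 h, both 30 °C · Detection – optical density (absorbance) at 615 nm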
bCat KO growth: beta-catenin-lacking colon tumor cell growth suppression | 140,000 compounds, 1.5% hits | HCT116 beta-catenin knockout viability, CellTiter-Glo, 60 h; active compounds read low | AID 818 | viability, % at 10 µM;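 active = viability at or under a set limit, the compound median less 4 SD, cut at about 6% in these data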;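 note: 0% = Hyamine 1622 control at 20 µM and 100% = untreated cell control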
GALR2 blocker: antagonists of human galanin receptor 2 (GALR2); O43603; GALR2-expressing cells, antagonist mode; inhibition, % at 4 µM; 140,000 compounds, 0.39% hits; in the data active = inhibition above about 27%;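 note: cells stimulated with galanin 1-16 at roughly its EC80; 0% = agonist challenge control and 100% = basal control without agonist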
Target sequence (O43603 whole entry, looked up): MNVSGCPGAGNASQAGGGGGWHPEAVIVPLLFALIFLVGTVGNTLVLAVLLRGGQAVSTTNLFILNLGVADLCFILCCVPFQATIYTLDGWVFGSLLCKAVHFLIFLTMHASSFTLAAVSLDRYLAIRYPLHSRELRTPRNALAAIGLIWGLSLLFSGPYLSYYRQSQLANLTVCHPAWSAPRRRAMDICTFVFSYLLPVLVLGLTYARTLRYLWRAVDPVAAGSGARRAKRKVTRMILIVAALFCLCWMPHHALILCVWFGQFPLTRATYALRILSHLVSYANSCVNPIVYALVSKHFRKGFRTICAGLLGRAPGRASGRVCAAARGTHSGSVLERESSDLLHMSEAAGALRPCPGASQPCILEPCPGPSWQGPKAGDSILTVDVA
NPY-Y2 antag: antagonists of human neuropeptide Y receptor Y2; AID 793; NPY-Y2 expressing cells, antagonist mode; 140,000 compounds, 0.99% hits; inhibition, % at 2.7 µM; P49146; in the data active = inhibition above about 17%;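 note: 0% = vehicle with agonist challenge and 100% = reference antagonist with challenge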
Target sequence (P49146 whole entry, looked up): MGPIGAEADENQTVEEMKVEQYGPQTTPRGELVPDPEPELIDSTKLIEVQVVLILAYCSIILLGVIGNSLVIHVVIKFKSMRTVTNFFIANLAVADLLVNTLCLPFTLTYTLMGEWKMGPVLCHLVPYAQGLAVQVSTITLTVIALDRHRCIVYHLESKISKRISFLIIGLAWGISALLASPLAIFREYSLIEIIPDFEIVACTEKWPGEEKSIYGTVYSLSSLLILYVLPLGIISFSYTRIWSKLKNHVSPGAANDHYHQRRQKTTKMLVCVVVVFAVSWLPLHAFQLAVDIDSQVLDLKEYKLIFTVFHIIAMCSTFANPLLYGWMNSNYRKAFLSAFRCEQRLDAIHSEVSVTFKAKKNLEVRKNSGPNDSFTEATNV
MRP-1 activ: activators of MRP-1; H69AR cells + doxorubicin, viability rescue, CellTiter-Glo; viability increase, % at 10 µM; 140,000 compounds, 0.61% hits; AID 799;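 active = viability gain under doxorubicin at or above a set limit, the compound median plus 3 SD, cut at about 4.7% in these data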;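 note: MRP-1 overexpressing cells given doxorubicin 25 µM after compound pretreatment; 18-22 h compound pretreatment then 72 h with doxorubicin before readout; 0% = doxorubicin-only wells and 100% = vehicle-treated cells without doxorubicin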
BB579 growth dn: yeast BB579 growth reduction in restrictive medium | S. cerevisiae BB579 growth, OD615, 48 h | inhibition, % at 10 µM | 140,000 compounds, 0.51% hits;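 active = inhibition above a set limit, 3 SD over the mean compound inhibition, cut at about 44% in these data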; note: inactives centre near -24
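Test system: S. cerevisiae DeaD strain BB579 yeast; Medium: restrictive CSMM-D medium; Compound: one dose, 10 µM compound with 0.25% DMSO; Incubation: 4 h cell preincubation, 48 h compound exposure, 30 °C humidified; Signal: OD at 615 nm; Benchmarks: amphotericin B at 10 µg/mL as positive control.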
* marks the source's active call; other numbers are inactive results; . = no result given.

SMILES	PTEN del growth	E-sel TNF inh	Phagocytosis inh	Measles CPE	Yeast life ext	bCat KO growth	GALR2 blocker	NPY-Y2 antag	MRP-1 activ	BB579 growth dn
Nc1cc(OC(=O)c2cccs2)nn1S(=O)(=O)c1ccccc1	100	.	0	29	5	92	13	1	-1.3	-40
NC(=O)CC1SC(N)=NC1=O (stereo not given)	91	26	0	19	-14	92	-17	2	-2.7	-13
COc1c(Cl)cnn(-c2ccccc2)c1=O	60	.	-12	10	-1	51	2	1	-1.3	-3
CCN(C(=O)Cc1cccs1)c1nnc(-c2cc(OC)c(OC)c(OC)c2)s1	97	-15	-1	22	-7	89	-8	4	-2.6	-15
Cc1ccn(C(=O)c2ccc(NC(=O)C3CCCCC3)cc2)n1	96	11	-2	5	-26	91	5	6	-0.3	-9
Cc1ccc(N2C(=O)C3C4C=CC(CNC(=S)Nc5ccc(F)cc5)(O4)C3C2=O)cc1 (stereo not given)	88	68*	2	4	-3	84	3	2	-3.2	-24
CCCCNC(=O)NNC(=O)c1ccoc1C	81	8	1	11	-17	95	1	5	-3.0	-11
CCNC(=O)CN(CCc1ccccc1)S(=O)(=O)c1ccc(OC)cc1	82	13	-1	4	-3	102	-13	5	-1.1	-26
CCOC(=O)CCCSc1nc2sc3c(c2c(=O)[nH]1)CCC3	99	22	2	31	-4	98	-2	4	-0.7	-45
O=c1[nH]cnc2c1sc1nc3c(c(-c4ccc(Cl)cc4)c12)CCC3	84	-30	-1	0	-8	77	0	3	-1.7	-31
Cc1ccc(N(Cc2ccco2)C(=O)c2cccc(S(=O)(=O)N(C)C)c2)cc1	96	15	-4	9	37	84	-19	7	-0.9	-36
O=C(CSc1nc2ccccc2[nH]1)N1CCCCC1	97	-16	1	1	-10	92	-3	-1	1.8	-35
COc1ccc(NC(=O)Cn2c(=O)n(CC(=O)NCc3ccco3)c(=O)c3ccccc32)cc1	100	-31	.	10	5	93	7	0	-1.4	-28
Cc1ccc(F)cc1NCC(=O)Nc1ccc(Cl)cc1F	85	.	1	28	-7	84	-1	3	1.6	-21
CSc1nc(N)nc(-c2cccs2)c1C#N	101	.	.	17	-25	107	4	4	-1.2	3
Cc1ccc(OCCn2cc(/C=C(\C#N)C(=O)NCC3CCCO3)c3ccccc32)cc1C (stereo not given)	62	.	-5	26	-1	58	-10	9	-0.3	-21
CC(=O)c1c(C(C)=O)c(C)n(-c2cccc([N+](=O)[O-])c2)c1C	107	.	4	10	0	100	13	3	-2.5	-37
CC(C)c1ccc(OCC(=O)Nc2cccc3c2CCCC3)cc1	73	32	-1	0	-2	81	0	10	-1.6	11
Cc1n[nH]c(=S)n1/N=C/c1ccc(Br)o1	82	-20	1	8	-15	86	8	1	-4.1	-34
COc1cc(OC)cc(-c2cc3nc(C)cc(N4CCN(C(=O)c5ccco5)CC4)n3n2)c1	63	-30	-1	5	-21	64	-6	5	-2.4	-41

In another format: entries from further up
mol | PTEN del growth | E-sel TNF inh | Phagocytosis inh | Measles CPE | Yeast life ext | bCat KO growth | GALR2 blocker | NPY-Y2 antag | MRP-1 activ | BB579 growth dn
CC(C)c1ccc(OCC(=O)Nc2cccc3c2CCCC3)cc1 | 73 | 32 | -1 | 0 | -2 | 81 | 0 | 10 | -1.6 | 11
CC(=O)c1c(C(C)=O)c(C)n(-c2cccc([N+](=O)[O-])c2)c1C | 107 | . | 4 | 10 | 0 | 100 | 13 | 3 | -2.5 | -37
Cc1ccc(N(Cc2ccco2)C(=O)c2cccc(S(=O)(=O)N(C)C)c2)cc1 | 96 | 15 | -4 | 9 | 37 | 84 | -19 | 7 | -0.9 | -36

Ordered by the number under Measles CPE (low to high): three from the list above
compound	E-sel TNF inh	Phagocytosis inh	Measles CPE	Yeast life ext	GALR2 blocker	NPY-Y2 antag	BB579 growth dn
Cc1ccc(N(Cc2ccco2)C(=O)c2cccc(S(=O)(=O)N(C)C)c2)cc1	15	-4	9	37	-19	7	-36
CC(=O)c1c(C(C)=O)c(C)n(-c2cccc([N+](=O)[O-])c2)c1C	.	4	10	0	13	3	-37
Cc1ccc(F)cc1NCC(=O)Nc1ccc(Cl)cc1F	.	1	28	-7	-1	3	-21

(cont.)
SMILES	PTEN del growth	E-sel TNF inh	Phagocytosis inh	Measles CPE	Yeast life ext	bCat KO growth	GALR2 blocker	NPY-Y2 antag	MRP-1 activ	BB579 growth dn
CC1CCc2c(sc(NC(=O)Cn3nc(C(F)(F)F)c4c3CCCCC4)c2C#N)C1 (stereo not given)	95	-18	.	11	-14	83	-1	2	0.1	-41
Cc1ccc2c(c1)c1c(n2CC(O)Cn2ccnc2C)C(=O)CCC1 (stereo not given)	91	-2	.	2	.	91	-7	8	-4.9	1
COC(=O)c1c(CSc2ccc(Cl)cc2)noc1C(=O)NCc1ccco1	87	-3	-2	7	-2	82	-9	11	-1.6	0
O=C(CSc1ncnc2c1oc1ccccc12)Nc1ccccc1C(F)(F)F	89	-15	1	14	-4	95	3	8	-4.8	-26
c1cncc(Nc2nc(-c3cccnc3)cs2)c1	108	2	0	18	-9	104	15	-2	-1.5	-36
O=S(=O)(c1ccc(NCC2CCCCC2)nc1)N1CCOCC1	82	.	0	28	-22	79	3	2	-1.4	-17
COc1ccc(CNC(=O)C2CCC(CNc3c(N4CCOCC4)c(=O)c3=O)CC2)cc1 (stereo not given)	88	7	0	6	-9	92	-2	2	-1.7	40
CCN(CC)CCNC(=O)C(=O)NCC1OCCN1S(=O)(=O)c1ccc([N+](=O)[O-])cc1 (stereo not given)	102	10	-3	4	2	88	2	1	-1.1	-33
CCOC(=O)CN(C(=O)CSc1nnc(CNc2ccc(F)cc2)n1CC)c1ccc(F)cc1	97	6	.	7	-6	103	-6	1	-0.5	-29
CC(C)CN1C(=O)C(=O)N(CC(=O)NCc2ccc3c(c2)OCO3)C1=O	112	9	-1	76	-10	94	-10	5	-1.2	-59
Cc1cccc(-n2cnc3cc(C(=O)N4CCCCC4)ccc32)c1	98	2	0	15	-1	90	0	1	-3.0	-25
CC1CCc2c(nc3ncnn3c2N2CCN(c3ccccc3)CC2)C1 (stereo not given)	77	-13	0	13	1	78	-1	3	-3.5	-23
CCn1c(=O)c(C(=O)CN2CCN(S(=O)(=O)c3cc(C)ccc3C)CC2)c(N)n(Cc2ccccc2)c1=O	55	.	.	6	3	56	15	1	-2.1	-24
COc1ccccc1C(=O)Nc1cc2ccccc2oc1=O	38	-9	1	11	-10	49	4	-2	-2.1	-51
CCOC(=O)CCNC(=O)Nc1ccc2nc(C)n(Cc3cccc(Cl)c3)c(=O)c2c1	71	-21	1	7	-8	76	0	2	1.3	-8
CC(OC(=O)c1cc(=O)[nH]c2ccccc12)c1ccccc1 (stereo not given)	79	-10	1	5	-32	97	14	0	-1.3	-46
CC(C)CNC(=O)COc1ncnc2ccccc12	104	5	-1	10	-3	91	-12	0	-1.4	-28
Cc1ccc(C2CC(c3ccccc3)n3ncnc3N2)cc1 (stereo not given)	89	-24	0	2	1	96	-11	4	0.2	18
CC1CC(C)CN(C(=O)c2ccccc2Nc2ccc(SC(F)F)cc2)C1 (stereo not given)	45	-21	.	18	-22	32	-21	7	-3.8	6
COc1ccc2[nH]c(C)c(CCN(Cc3cccs3)C(=S)Nc3ccccc3)c2c1	55	.	-1	29	-8	60	-10	4	-4.3	-31
O=C(N/C(=C\c1ccc2c(c1)OCO2)C(=O)N1CCOCC1)c1cccs1	94	28	-2	7	-4	94	5	2	-0.7	-28
Cc1no[n+]([O-])c1COc1ccc(/C=C(\C#N)C(N)=O)cc1	87	.	-4	5	-1	87	5	0	-4.0	-16
O=C(COC(=O)c1nc(Cl)ccc1Cl)c1ccc(Cl)s1	94	-1	-4	16	-6	88	-6	6	-1.5	-8
Cc1ccc(CSc2nn3c(=O)c(C)nnc3s2)cc1	92	28	-12	13	6	99	4	3	-0.1	-30
COc1ccc(Oc2ccc(N/C=C3/CCCC3=O)cc2)cc1	93	.	-7	17	-2	92	7	0	-1.8	-26
COc1ccc(NC(=O)Nc2nnc(N3CCC(C)CC3)s2)cc1OC	90	-14	.	10	1	98	3	2	-1.6	-16
Cc1[nH]c2ccccc2c1C(=O)COC(=O)CCS(=O)(=O)c1ccccc1Cl	101	-42	2	9	1	88	4	4	-1.9	-45
Fc1ccccc1NC(=S)NNc1ncc(C(F)(F)F)cc1Cl	44	.	0	6	-26	50	-2	-2	-3.7	-10
COc1ccc(Cc2nc(-c3cccc(C)c3)no2)cc1	92	8	-2	1	-7	99	6	5	2.6	4
COc1cccc(CN(Cc2ccco2)S(=O)(=O)c2ccc(S(=O)(=O)NCc3ccccc3)cc2)c1OC	63	-28	.	12	.	61	-4	1	-1.9	-44

In a second layout: results already given
mol | PTEN del growth | E-sel TNF inh | Phagocytosis inh | Measles CPE | Yeast life ext | bCat KO growth | GALR2 blocker | NPY-Y2 antag | MRP-1 activ | BB579 growth dn
COc1ccc(Cc2nc(-c3cccc(C)c3)no2)cc1 | 92 | 8 | -2 | 1 | -7 | 99 | 6 | 5 | 2.6 | 4
Fc1ccccc1NC(=S)NNc1ncc(C(F)(F)F)cc1Cl | 44 | . | 0 | 6 | -26 | 50 | -2 | -2 | -3.7 | -10
Cc1[nH]c2ccccc2c1C(=O)COC(=O)CCS(=O)(=O)c1ccccc1Cl | 101 | -42 | 2 | 9 | 1 | 88 | 4 | 4 | -1.9 | -45
COc1ccc(NC(=O)Nc2nnc(N3CCC(C)CC3)s2)cc1OC | 90 | -14 | . | 10 | 1 | 98 | 3 | 2 | -1.6 | -16
O=C(N/C(=C\c1ccc2c(c1)OCO2)C(=O)N1CCOCC1)c1cccs1 | 94 | 28 | -2 | 7 | -4 | 94 | 5 | 2 | -0.7 | -28

The results go on.
SMILES	PTEN del growth	E-sel TNF inh	Phagocytosis inh	Measles CPE	Yeast life ext	bCat KO growth	GALR2 blocker	NPY-Y2 antag	MRP-1 activ	BB579 growth dn
CCCN(CCC)C(=O)Cn1c(=O)n(CCC(=O)NCCc2ccccc2)c(=O)c2ccccc21	95	3	-1	2	7	90	-1	3	-0.1	-15
O=C(Cn1c(=O)n(CC2CCCO2)c(=O)c2ccccc21)c1ccc(Cl)c(Cl)c1 (stereo not given)	78	5	-1	2	-15	81	-2	11	-3.2	-32
CN(C)c1nc(NS(=O)(=O)c2ccc(Cl)cc2)nc(N(C)C)n1	90	.	0	2	7	88	-5	5	-3.2	-44
Cc1ccc2cc(CN(CCO)Cc3nnnn3Cc3ccc(F)cc3)c(=O)[nH]c2c1	78	-28	4	4	-17	79	3	-1	-2.1	-40
CC(=O)N(Cc1cccnc1)Cc1cc2ccc(C)cc2[nH]c1=O	115	.	-1	19	-8	101	1	-3	-0.9	-12
CCN(CC)S(=O)(=O)c1cccc(C(=O)Oc2cccc(NC(=O)c3cccs3)c2)c1	89	-9	-8	4	-1	95	0	4	-2.7	-28

An unsorted share of the library; about 6.2% have a hit in one of these screens.
